Chronic BCR inh: inhibitors of chronic active B-cell receptor signaling. Potency, µM (titrated, usually from 46.1 µM), inactives show at the top dose ratio change, negative = lower green/red ratio, actives largely listed as inhibitors. hit rate 0.05% among 340,000. ABC-DLBCL IkBa-CBG/CBR reporter, luminescence ratio, 4 h. AID 493014; active means well fitted inhibition curve with a large enough effect in the signal ratio, with a control signal flat, not every such curve was filed as active; inconclusive means small, poorly fitted or top-dose-only effect, or effect the other way, or a change in a side signal; the % refers to the signal ratio;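 further: potency means the concentration at half of the fitted maximal effect; plate controls were basal doxycycline-induced cells for no effect and cells given 10 µM MG132 for full effect; MG132 reads +100%, hits lower the ratio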
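TMD8 human ABC-DLBCL cells with doxycycline-inducible IκBα–green luciferase fusion and unfused red luciferase, in 0.5% FBS medium; compounds up to 46 uM, 4 h at 37C. Green/red luminescence ratio, filter-overlap corrected, fitted to concentration-response curves.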
AT treatment: potential ataxia-telangiectasia treatments restoring KAP-1 phosphorylation | hit rate 0.19% among 320,000 | AID 485349 | Potency, µM (top dose mostly 57.5 µM), inactives show top-dose activation, actives largely listed as activators | […] A-T fibroblasts, KAP-1 phosphorylation AlphaLISA; neocarzinostatin DNA damage 30 min before lysis; further: potency means the concentration at half of the fitted maximal effect; % of control where 0% means no effect; nearly all actives have a fitted effect of over 45% in size
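hTERT-immortalized A-T patient fibroblasts ([…]), 500 cells/well in OPTI-MEM, 1% FBS, got compounds for 60 min, then NCS for 30 min at 37C. Lysates were then assayed for phospho-KAP-1 by AlphaLISA (anti-pKAP1 donor, anti-KAP1 acceptor beads), 6 hr at 25C.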
Tb PFK block: inhibitors of T. brucei phosphofructokinase | T. brucei PFK, ADP-Glo luminescence | AID 485367 | hit rate 0.17% among 330,000 | O15648 | Potency, µM (highest dose often 57.5 µM), inactives show at the top dose activity, negative = inhibition, actives largely listed as inhibitors;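 further: potency means the concentration at half of the fitted maximal effect; 0% = uninhibited 1x PFK enzyme wells and -100% = no-enzyme wells; nearly all actives have a fitted effect of over 60% in size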
Target sequence (O15648 whole entry, looked up): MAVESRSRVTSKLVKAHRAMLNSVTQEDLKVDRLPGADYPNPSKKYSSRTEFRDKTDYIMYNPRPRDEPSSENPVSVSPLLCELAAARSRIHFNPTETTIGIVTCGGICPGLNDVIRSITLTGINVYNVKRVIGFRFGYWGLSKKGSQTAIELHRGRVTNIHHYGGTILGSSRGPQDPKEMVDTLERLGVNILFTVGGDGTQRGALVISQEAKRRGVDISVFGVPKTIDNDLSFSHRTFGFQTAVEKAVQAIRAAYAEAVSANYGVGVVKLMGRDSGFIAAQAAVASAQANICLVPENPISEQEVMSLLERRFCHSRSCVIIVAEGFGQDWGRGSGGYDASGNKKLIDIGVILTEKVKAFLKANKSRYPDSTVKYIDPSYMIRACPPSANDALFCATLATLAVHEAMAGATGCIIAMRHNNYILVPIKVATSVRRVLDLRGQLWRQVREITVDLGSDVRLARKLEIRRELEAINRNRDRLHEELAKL
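ADP-Glo luminescence quantified ADP after 45 min at room temperature, with 1.25 nM T. brucei PFK, 0.1 mM ATP and 0.5 mM fructose-6-phosphate in pH 8.0 TEA buffer. qHTS titrations up to 57 µM; curves classified by quality.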
TCR act: activators of T cell receptors | 330,000 tested, under 10 active | primary human leukocytes, anti-CD3, IL-2 HTRF, 48 h | Potency, µM (doses to about 9.22 µM), for the others: at the highest dose activation of IL-2 secretion, actives largely listed as activators | AID 504894; further: % of control where 0% means no effect
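Primary human leukocytes incubated 48 hr with anti-CD3 beads plus compound, without co-stimulation. Secreted IL-2 measured by HTRF (europium cryptate/d2 anti-IL-2 pair, 320 nm excitation, 665 nm emission).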
Mito fusion yeast: mitochondrial division inhibition or fusion activation. S. cerevisiae fusion-defective mutant growth rescue, CellTiterGlo 48 h. Potency, µM (top dose mostly 46.1 µM), without a hit: top-dose growth rescue (activation), actives largely listed as activators. hit rate 0.23% among 320,000. AID 485298;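 further: potency means the concentration at half of the fitted maximal effect; % of control where 0% means no effect; nearly all actives have a fitted effect of over 45% in size; temperature-sensitive fusion mutants such as fzo1-1 at 37 °C on non-fermentable ethanol glycerol medium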
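Compounds are tested for their ability to restore growth of mitochondrial fusion-defective yeast strains at non-permissive 37C in YPEG medium over 48 hours. Viability is quantified by luciferase luminescence.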
ASM inhibitor: inhibitors of human secretory acid sphingomyelinase | Potency, µM (top dose mostly 57.5 µM), inactives show top-dose activity change, negative = inhibition, actives largely listed as inhibitors | placental ASM, HMU-PC fluorogenic substrate, 60 min | hit rate 0.006% among 340,000; further: potency means the concentration at half of the fitted maximal effect
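Human placenta-derived ASM preincubated with compound 10 min at room temperature, then reacted with 9 uM (final) fluorogenic HMU-PC substrate for 60 min at 37 C. Stop solution raises pH to 10; fluorescence read at Ex 386/Em 447 nm.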
Eya2 phos inh: Eya2 (human) phosphatase inhibition | recombinant Eya2, OMFP fluorescence dephosphorylation (OMFP is methylfluorescein phosphate) | Potency, µM (highest dose often 76.9 µM), inactives show top-dose activity, negative = inhibition, usual class: inhibitors | hit rate 0.006% among 330,000 | AID 488837; further: potency means the concentration at half of the fitted maximal effect; on the % scale 0 is the no-effect control and ±100 the full control effect
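Eya2 protein (added as 0.2 uM solution) was preincubated with compound for 10 min at ambient temperature in 50 mM HEPES pH 7.5, 50 mM NaCl, 5 uM MgCl2, 0.05% BSA, 1 mM DTT. OMFP (added at 50 uM) then reacted 10 min; fluorescence read at 485/525 nm.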
TSHR antag: blocks TSH signaling through the human TSH receptor; P16473; TSHR-expressing cells, TSH-stimulated cAMP HTRF, 2 h; hits give low values; activity change, negative = inhibition, % at 11.5 µM; hit rate 0.2% among 330,000; AID 504810;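 active means activity change below a set negative limit, meaning inhibition stronger than a set level, cut at about -70% in these data; inconclusive means activity change between two set negative limits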; further: on the % scale 0 is the no-effect control and ±100 the full control effect
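Competitive HTRF cAMP read-out (cryptate anti-cAMP antibody, cAMP-d2; 30 min, room temperature) in freshly harvested TSHR cells. Compounds added before TSH at EC80 (4nM final), followed by 2 hours' incubation at 37 deg C.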
ELG1 repair inh: blocks ELG1-dependent DNA repair in HEK293T cells. HEK293T ELG1-luciferase reporter, luminescence, 16 h; DNA damage induced by 5-fluorouridine. Potency, µM (series often up to 46.1 µM), inactives show top-dose activity change, negative = inhibition, most hits filed as inhibitors. hit rate 2.3% among 330,000; further: potency means the concentration at half of the fitted maximal effect; on the % scale 0 is the no-effect control and ±100 the full control effect; nearly all actives have a fitted effect of over 55% in size
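Luminescence from the luciferase reporter, measured 30 min after ONE-Glo reagent at room temperature, was the read-out. Beforehand, 2,000 cells per well were exposed for 16 hr at 37 °C to 5-fluorouridine together with compound or vehicle.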
Integrin act MD: activates integrin-mediated alleviation for muscular dystrophy. alpha7betagal myoblasts, beta-gal FDG fluorescence, 48 h. Potency, µM (doses to about 38.3 µM), without a hit: top-dose activation, most hits filed as activators. hit rate 0.064% among 350,000. AID 624291;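 further: potency means the concentration at half of the fitted maximal effect; 100% = response of the positive control SU9516; nearly all actives have a fitted effect of over 60% in size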
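alpha7betagal+/- myoblasts (passage 13, 250/well) treated 48 h at 37C with compounds at 1:260 dilution of DMSO stock. Lysed, then beta-galactosidase activity read as FDG fluorescence (ex 480/em 540) after 30 min, with pre-read for autofluorescence.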
TSG101-PTAP inh: blocks PTAP/TSG101 interaction to inhibit HIV-1 budding; Potency, µM (doses to about 115 µM), inactives show at the top dose activity change, negative = inhibition, usual class: inhibitors; Fluorescence polarization, FITC-PTAP peptide / Tsg101 binding; Q99816; 340,000 tested, under 10 active; active means well fitted inhibition curve with a large enough effect in the main read-out, with a control signal flat, not every such curve was filed as active; inconclusive means small, poorly fitted or top-dose-only effect, or effect the other way, or a change in a side signal; inactive means no such curve, though single readings can be large or run the other way; further: potency means the concentration at half of the fitted maximal effect; % of control where 0% means no effect
Target sequence (Q99816 whole entry, looked up): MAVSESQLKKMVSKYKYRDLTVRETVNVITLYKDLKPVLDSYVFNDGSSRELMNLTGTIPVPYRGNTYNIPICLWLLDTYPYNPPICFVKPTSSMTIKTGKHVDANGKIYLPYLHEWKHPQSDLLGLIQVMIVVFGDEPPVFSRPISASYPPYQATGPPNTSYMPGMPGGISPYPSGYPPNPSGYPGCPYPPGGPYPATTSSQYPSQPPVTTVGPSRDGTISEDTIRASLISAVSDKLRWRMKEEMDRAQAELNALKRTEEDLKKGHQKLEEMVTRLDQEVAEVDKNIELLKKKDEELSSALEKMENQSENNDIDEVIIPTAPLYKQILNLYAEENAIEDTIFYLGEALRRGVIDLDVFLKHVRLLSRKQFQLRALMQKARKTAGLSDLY
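Fluorescence polarization binding of Tsg101 binding domain (10 uM final) to FITC-labeled PTAP peptide (50 nM final) in HEPES pH 7.5 buffer with NaCl, Tween 20, EDTA, TCEP. Compounds added before peptide; binding 20 min at RT.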
* marks the source's active call; other numbers are inactive results; i = inactive; ? = inconclusive; . = no result given; [ ] = dose if it differs, or a comment. Unless noted, the call rests on the fitted dose curve; in most records, active means well fitted curve in the direction sought with a large enough effect; inconclusive means small, poorly fitted or top-dose-only effect, or another doubt; inactive means no such curve, though single readings can be large; an effect the other way counts as inactive or inconclusive.

SMILES	Chronic BCR inh	AT treatment	Tb PFK block	TCR act	Mito fusion yeast	ASM inhibitor	Eya2 phos inh	TSHR antag	ELG1 repair inh	Integrin act MD	TSG101-PTAP inh
CCOC(=O)c1c(S(=O)(=O)Nc2ccc(CN3CCC(C)CC3)cc2)c(C)n(C)c1C	?	8%	-1%	-5%	0%	5%	3%	-1	20%	0%	-4%
O=C(NCc1ccccc1)c1ccc2nnsc2c1	2%	5%	-10%	-1%	-24%	3%	7%	-2	-15%	-12%	-1%
COc1ccc(CC(=O)N2CCCc3ccccc32)cc1OC	2%	-9%	0%	3%	-5%	5%	2%	2	?	?	-9%
CC1CCc2c(sc(NC(=O)c3ccco3)c2C(=O)O)C1 (centres undefined)	?	5%	4%	10%	-41%[inhibitor]	13%	-5%	?	?	-14%	-10%
Cc1ccc(/C=N/NC(=O)c2sccc2OCc2ccc(F)cc2)cc1	-29%	14%	-1%	-1%	13%	-18%	-7%	15	?	-27%	1%
Cc1ccc(-n2nnnc2SCC(=O)NC(C(=O)O)(c2ccccc2)c2ccccc2)cc1C	13%	-2%	9%	-2%	-2%	2%	-8%	6	7%	5%	-4%
Cc1ccc(Cl)cc1NC(=O)C(Cc1ccccc1)N1C(=O)C2C3CCC(C3)C2C1=O (centres undefined)	-6%	2%	0%	0%[46.1 µM]	?	-2%	-1%	-15	?	-1%	-2%
Cc1cc(C=NCCCO)c(C)n1-c1cc(Cl)ccc1Cl	-2%	-2%	-6%	-2%	-4%	2%	12%	5	-18%	-33%	-3%
CCOCCCNC(=O)C(NC(=O)Cc1cccs1)c1ccc(OC)cc1 (centres undefined)	3%	-2%	6%	20%	-5%	2%	9%	17	23%	-9%	0%
Cn1ccnc1C(O)c1cc(C(C)(C)C)c(O)c(C(C)(C)C)c1 (centres undefined)	?	2%	3%	2%	-16%	-1%	-6%	-13	0%	-52%[inhibitor]	-4%
Cc1cc(/C=C2\C(=N)N3N=C(C(C)C)SC3=NC2=O)c(C)n1-c1ccccc1	7%	-1%	0%	.	7%	-6%	2%	-5	0%	?	8%
COc1cccc([C@@H]2CC=C(C(=O)O)[C@H](c3ccc(C)cc3)N2S(=O)(=O)c2ccc(C)cc2)c1	4%	8%	1%	2%	.	9%	2%	-13	1%	-17%	-3%
COc1ccccc1NC(=O)COC(=O)/C=C/c1ccc2c(c1)OCO2	8%	-1%	2%	-5%	-10%	10%	4%	-10	?	6%	-3%
CC(=O)c1cccc(NC(=O)CSc2ncc(C(=O)Nc3ccccc3)c(=O)n2C)c1	-25%	9%	15%	-2%	-4%	-1%	-10%	7	?	6%	-1%
COc1ccccc1NC(=O)Cn1nc(Cc2cccnc2)c2ccccc2c1=O	-2%	-2%	1%	-2%	2%	0%	-13%	-5	-17%	-21%	-5%
Cc1noc(NS(=O)(=O)c2ccc(NC(=O)c3ccc(OC(C)C)cc3)cc2)c1C	2%	0%[11.5 µM]	4%	3%	-1%	12%	1%	7	2%	9%	-2%
CCOc1ccc(N(CC(=O)Nc2c(C)cccc2C)S(=O)(=O)c2c(C)[nH]c(=O)[nH]c2=O)cc1	7%	-6%	0%	-3%	-4%	4%	-2%	12	0%	10%	-2%
COc1cccc(C(=O)Nc2c3c(nn2-c2ccccc2C)CS(=O)C3)c1OC (centres undefined)	-16%	.	0%	1%	1%	0%	-15%	-5	-16%	-3%	-11%
CCOc1ccc(/C=C2\SC(N3CCc4ccccc4C3)=NC2=O)cc1	7%	3%	0%	5%[46.1 µM]	5%	-13%	2%	1	-17%	1%	-3%
COc1ccccc1C(=O)CSc1ccccn1	0%	2%	4%	-1%	4%	1%	3%	-3	?	28%	-2%
O=C(Nc1cccc(Cl)c1)Nc1c[nH]c(=O)[nH]c1=O	-6%	-3%	-12%	3%	1%	-1%	0%	-7	4%	3%	-1%
CN(Cc1ccccc1)C(=O)Cc1ccccc1	1%	1%	2%	5%	4%	1%	0%	-10	15%	8%	1%
CCC(=O)/C=C1\Sc2ccc(OC)cc2N1CC	-3%	-10%	-6%	7%	6%	-3%	5%	4	?	22%	-6%
COc1cc(S(=O)(=O)Nc2ccccc2C)ccc1NC(=O)c1ccncc1	-5%	2%	5%	-5%	2%	-1%	6%	7	1%	14%	-1%
Cc1ccc(/C=C/C(=O)c2ccc([N+](=O)[O-])o2)cc1	-15%	?	0%	-16%	-37%[inhibitor]	-11%	12%	-22	?	0%	-2%
O=C(CCNC(=O)N1CCn2c1nc1ccccc12)NCc1ccccc1Cl	?	-4%	-9%	2%	4%	-1%	-3%	-5	?	17%	-4%
COCCCNC(=O)CN(c1ccc(Cl)c(Cl)c1)S(C)(=O)=O	-5%	2%	0%	-9%	0%	-6%	11%	0	18%	9%	1%
Cc1ccc(F)cc1NC(=O)COC(=O)COc1ccc(C#N)cc1	-1%	4%	4%	2%	-1%	-1%	-9%	-7	-3%	-10%	-4%
CCC1CCC2(CC1)NC(=O)N(CC(=O)N1CCc3ccccc31)C2=O (centres undefined)	1%	4%	3%	1%[46.1 µM]	.	1%	0%	0	-4%	7%	-7%
COc1cc(CN(C(=S)NCC(=O)NC2CC2)C2CCCC2)cc(OC)c1OC	-1%	10%	-1%	-1%[46.1 µM]	10%	0%	-2%	30	?	19%	0%
O=C(COC(=O)c1cccc(-n2cnnn2)c1)c1ccc(Br)cc1	3%	1%	1%	4%	-4%	-5%	-26%	-8	?	13%	0%
CCn1c2ccccc2c2cc(NC(=O)CSc3nnc(-c4cccc(F)c4)o3)ccc21	-8%	-7%	1%	6%	-3%	-10%	22%	6	-9%	-19%	-1%
C/C(=N\NC(=O)c1nnn(-c2nonc2N)c1-c1ccc(Cl)c(Cl)c1)c1ccncc1	?	0%	-3%	-2%	12%	-14%	-13%	-87*	-17%	9%	-11%
Cc1cccc(CSCCNC(=O)COc2ccc(Cl)cc2)c1	?	-4%	3%	6%[46.1 µM]	4%	-6%	-2%	-8	3%	18%	2%
COC(=O)C(NS(=O)(=O)c1ccc(NC(C)=O)cc1)C(C)C (centres undefined)	-12%	2%	-2%	3%	1%	2%	0%	9	1%	11%	-7%
CCOC(=O)Cn1nc(C)c2c1CCCC2=O	5%	-5%	-6%	-14%	-3%	2%	-4%	5	4%	10%	-2%
Cc1c(O)c(CN2CCCC2)cc2c3c(c(=O)oc12)CCC3	?	8%	3%	-7%	-3%	i	3%	-6	-4%	-2%	-3%
O=C(Nc1cnc2ccccc2c1)N1CCCCC1	?	3%	-1%	-20%	-2%	5%	-2%	-10	?	5%	-2%
O=C1NCCCC1C(=O)N/N=C/c1ccc([N+](=O)[O-])cc1 (centres undefined)	3%	-5%	-2%	-1%	-1%	-2%	?	-2	-7%	10%	2%
COc1ccc(NC(=O)c2nc(SC)ncc2Cl)cc1	?	0%	-3%	-4%	-2%	-3%	3%	-2	0%	0%	-2%
CN1CCN(c2ccc(S(=O)(=O)N3CCOCC3)cc2NC(=O)COc2ccc(F)cc2Cl)CC1	?	0%	3%	3%	1%	50%[activator]	5%	7	4%	-3%	0%
Cc1cc(C=C2C(=O)c3ccccc3C2=O)c(C)n1-c1ccc(Cl)cc1	14%	-12%	-1%	-6%	2%	-5%	-19%	-1	?	1%	?
NNC(=O)CCC(=O)Nc1ccccc1	1%	-1%	-3%	0%	-1%	-1%	7%	20	-5%	-9%	-5%
O=C(c1cc(-c2ccc(Cl)cc2Cl)on1)N1CCCC1	-17%	1%	-1%	1%	23%	4%	-7%	-13	?	-7%	0%

Rows are unselected; any-hit rate near 3.2%.
